Source: PubChem BioAssay
UbGFP stabilizer – inhibits proteasome, raising ubiquitin-GFP reporter fluorescence. Ubiquitin-GFP reporter cells, proteasome inhibition, GFP fluorescence; response scale: untreated = 0%, 10 µM MG-132 = 100%. Potency, µM (doses to about 45.9 µM), for inactives: top-dose activation (GFP accumulation), actives largely listed as activators. 67,000 tested, under 10 active. AID 526; active = well fitted activation curve with a large enough effect, not every such curve was filed as active; inconclusive = small, poorly fitted or top-dose-only effect, or another doubt; inactive = no such curve, though single readings can be large or run the other way; note: potency is the fitted concentration of half-maximal effect
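Reporter cells (U2OS, ubiquitin-G76V-GFP fusion) are plated overnight, then treated 4 hr at 37 °C with compound titrations from 46 uM down to 2.9 nM. Activity is scaled against untreated cells and 10 uM MG-132.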
Epigenetic mod – epigenetic GFP locus derepression in mouse cells. mouse C127i GFP locus derepression, cytometry, 30 h. 0.09% of 68,000 active. AID 597. Potency, µM (top dose mostly 46.1 µM), for the others: top-dose GFP derepression (activation); note: % of control where 0% means no effect
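Locus derepression in mouse mammary C127i cells whose integrated CMV-GFP reporter is normally silent; GFP expression after 30 h compound treatment was quantified by counting fluorescent cells.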
ERK AVP block – inhibitors of vasopressin-stimulated ERK signaling pathway; 0.99% of 72,000 active; Potency, µM (highest dose often 57.5 µM), inactives show top-dose activity, negative = inhibition, most hits filed as inhibitors; AID 995; HEK293-V1b, vasopressin-stimulated pERK AlphaScreen; note: potency is the fitted concentration of half-maximal effect; % is set by controls: 0 for no effect and ±100 for the full control effect; nearly all actives have a fitted effect of over 55% in size
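HEK293 cells stably expressing V1b receptor, preincubated 30 min at 37 °C with compound, then stimulated 5 min with 25 nM vasopressin. Phospho-ERK by AlphaScreen SureFire after 5 h RT; normalized to DMSO and vasopressin; AC50 by Hill fit.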
HADH2 inhib – inhibitors of human HADH2 dehydrogenase; recombinant HADH2, NADH fluorescence, beta-hydroxybutyryl-CoA; Potency, µM (highest dose often 57.1 µM), without a hit: at the top dose activity change, negative = inhibition, actives largely listed as inhibitors; 3.4% of 73,000 active; AID 886; note: potency is the fitted concentration of half-maximal effect; % is set by controls: 0 for no effect and ±100 for the full control effect; nearly all actives have a fitted effect of over 60% in size; many of its hits are not listed in these tables
Target sequence (Q99714 whole entry, looked up, one chain of several): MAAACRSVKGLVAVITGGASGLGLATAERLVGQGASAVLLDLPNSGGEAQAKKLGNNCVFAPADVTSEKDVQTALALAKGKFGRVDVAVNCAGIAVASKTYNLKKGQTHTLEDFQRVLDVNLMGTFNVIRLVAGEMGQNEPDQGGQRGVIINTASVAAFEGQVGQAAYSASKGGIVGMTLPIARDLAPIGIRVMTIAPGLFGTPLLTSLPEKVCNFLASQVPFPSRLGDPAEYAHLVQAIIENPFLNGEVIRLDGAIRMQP
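His-tagged recombinant enzyme from E. coli, 20 nM, preincubated 15 min RT with compound; reaction started with 1 mM NAD+ and 90 uM beta-hydroxybutyryl-CoA in 100 mM Tris-HCl pH 9.0. NADH fluorescence (ex 360/em 450) read over 4 min; last-minus-first difference.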
HBB splicing – alters splicing of the hemoglobin beta chain; HBB splicing reporter cell assay, activation; EGFP reporter with mutant IVS2-654 intron; response scale: normalised to 500 nM splice-correcting PNA; Potency, µM (titrated, usually from 46.1 µM), without a hit: at the top dose activation, hits mostly activators; 0.06% of 65,000 active; AID 925; note: potency is the fitted concentration of half-maximal effect; 0% is about no effect
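Compounds were applied for 2 days to HeLa EGFP-654 cells, 500/well in Optimem with 2% FCS. The reporter's EGFP is disrupted by mis-splicing of beta-globin intron IVS2-654. Readout: summed well GFP fluorescence from 488 nm laser scanning; reference was 500 nM antisense […] 654 PNA.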
Hsp90 Hop PPI – changes Hsp90-Hop TPR2A binding signal, up or down; 0.44% of 71,000 active; AID 595; AlphaScreen TPR2A-His6 binding biotin-Hsp90 C-terminal peptide; Potency, µM (highest dose often 57 µM), for the others: at the top dose activity change, negative = inhibition; active = well fitted curve in either direction with a large enough effect; inconclusive = small, poorly fitted or top-dose-only effect, or another doubt; note: potency is the fitted concentration of half-maximal effect; % is set by controls: 0 for no effect and ±100 for the full control effect; many of its hits are not listed in these tables
ALOX15 inhib – inhibitors of human 15-lipoxygenase (ALOX15). P16050. Potency, µM (titrated, usually from 57.1 µM), inactives show top-dose activity change, negative = inhibition, usual class: inhibitors. purified 15hLO-1, xylenol orange hydroperoxide absorbance. 1.4% of 74,000 active; note: potency is the fitted concentration of half-maximal effect; % is set by controls: 0 for no effect and ±100 for the full control effect; nearly all actives have a fitted effect of over 55% in size
Target sequence (P16050 whole entry, looked up): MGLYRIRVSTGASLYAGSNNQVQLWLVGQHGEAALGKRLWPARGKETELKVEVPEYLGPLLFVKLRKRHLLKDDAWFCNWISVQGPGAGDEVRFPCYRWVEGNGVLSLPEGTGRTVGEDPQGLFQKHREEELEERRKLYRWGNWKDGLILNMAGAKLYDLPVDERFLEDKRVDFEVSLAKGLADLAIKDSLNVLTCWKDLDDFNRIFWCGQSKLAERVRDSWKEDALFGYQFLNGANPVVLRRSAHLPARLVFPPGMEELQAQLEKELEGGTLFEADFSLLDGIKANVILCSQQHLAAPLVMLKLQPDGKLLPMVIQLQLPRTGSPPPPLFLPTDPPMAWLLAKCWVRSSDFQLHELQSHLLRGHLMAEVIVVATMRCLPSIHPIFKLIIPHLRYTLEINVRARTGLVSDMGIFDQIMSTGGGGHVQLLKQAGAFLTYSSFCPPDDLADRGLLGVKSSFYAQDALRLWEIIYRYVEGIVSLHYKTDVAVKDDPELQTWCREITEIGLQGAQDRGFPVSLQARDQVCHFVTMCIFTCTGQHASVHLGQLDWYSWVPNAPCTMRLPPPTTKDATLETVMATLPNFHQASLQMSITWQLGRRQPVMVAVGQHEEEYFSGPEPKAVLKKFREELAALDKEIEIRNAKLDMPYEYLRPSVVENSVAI
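Inhibition is scored from a chromogenic endpoint. After 15 min enzyme-compound contact, arachidonic acid (50 uM final) reacts 6 min with 40 nM 15hLO-1 at room temperature, then Fe-XO reagent is added for 30 min and absorbance ratio recorded.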
Pol III holo inh – inhibitors of bacterial DNA polymerase III holoenzyme | 0.25% of 71,000 active | AID 603 | reconstituted DNA polymerase III holoenzyme replication, biochemical | Potency, µM (top dose mostly 57.1 µM), for inactives: at the highest dose activity change, negative = inhibition; note: potency is the fitted concentration of half-maximal effect; % is set by controls: 0 for no effect and ±100 for the full control effect
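Reconstituted *E. coli* holoenzyme (0.35 nM Pol III, 1 nM beta, 154 nM SSB, 2 nM primase) was preincubated with compound for 15 min at RT. Synthesis on 1.4 nM ssM13Gori ran 35 min, then was stopped with PicoGreen/EDTA and read as dsDNA fluorescence.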
FLuc inh – blocks Photinus pyralis firefly luciferase activity; purified firefly luciferase, luminescence, 8 min; Potency, µM (titrated, usually from 57.1 µM), for inactives: at the top dose activity change, negative = inhibition, most hits filed as inhibitors; 2.2% of 72,000 active; AID 411; note: potency is the fitted concentration of half-maximal effect; % is set by controls: 0 for no effect and ±100 for the full control effect; nearly all actives have a fitted effect of over 40% in size
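qHTS concentration-response profiling: light output of P. pyralis luciferase with luciferin and 10 uM ATP, imidazole buffer pH 7.2. Read by luminescence after 8-min room-temperature incubation.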
Tau filament bind – tau filament binding; P10636; recombinant tau filaments, thioflavin S fluorescence, 15 h; filaments grown with octadecylsulfate alongside compound; Potency, µM (series often up to 57.1 µM), for the others: at the highest dose activity change, negative = inhibition; 2% of 71,000 active;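 note: potency is the fitted concentration of half-maximal effect; % is set by controls: 0 for no effect and ±100 for the full control effect; actives lower thioflavin S fluorescence by blocking filaments or displacing dye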
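Read-out: ThS fluorescence, 450 nm excitation/510 nm emission; lower signal marks blocked filament formation or displaced dye. Tau at 1 uM with 30 uM ODS, 10 uM ThS, 5 mM DTT, 100 mM NaCl, 10 mM HEPES pH 7.4; 15 h, 37 C.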
CRE Fsk mod – modulators of forskolin-stimulated CRE signaling in CHO cells; CHO CRE-bla reporter (cAMP response element driving beta-lactamase), forskolin EC10, beta-lactamase ratio; Potency, µM (series often up to 38.2 µM), for inactives: top-dose activity change, negative = inhibition, most hits filed as activators; 2.5% of 71,000 active; active = well fitted activation curve with a large enough effect in the signal ratio, with a control signal flat, not every such curve was filed as active; inconclusive = small, poorly fitted or top-dose-only effect, or effect the other way, or a change in a side signal; the % refers to the signal ratio; note: potency is the fitted concentration of half-maximal effect; % of control where 0% means no effect
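Modulation of forskolin-driven signalling is measured in CHO cells carrying a CRE-controlled beta-lactamase reporter. Cells are stimulated with EC10 NKH 477 in the presence of titrated compound for 3 h at 37 °C, then loaded with CCF4 for 2 h at room temperature.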
Active calls of the source: *; i = inactive; ? = inconclusive; nt = no result given; [ ] = remark or other dose. Unless noted, calls come from the whole dose curve; as a rule, active = well fitted curve in the direction sought with a large enough effect; inconclusive = small, poorly fitted or top-dose-only effect, or another doubt; inactive = no such curve, though single readings can be large; an effect the other way counts as inactive or inconclusive. The list is partial. The share of hits here may be higher or lower than overall.

The opening two records as a preview:
No. | Structure | UbGFP stabilizer | Epigenetic mod | ERK AVP block | HADH2 inhib | HBB splicing | Hsp90 Hop PPI
1 | O=C(NC1CCCC1)C1CCN(S(=O)(=O)N2CCCCC2)CC1 | 6% | 5% | -4% | 6% | 1.7%[57.5 µM] | -4%
2 | CCOC(=O)C1CCN(S(=O)(=O)c2c(C)n(C)c(=O)n(C)c2=O)CC1 | 0% | nt | nt | -7% | -0.5% | 0%

No. | ALOX15 inhib | Pol III holo inh | FLuc inh | Tau filament bind | CRE Fsk mod
1 | 2% | 0% | 2% | 3% | -3%
2 | -7% | -6% | 2% | -11% | -11%

All compounds of this part, previewed entries included:
No. | Structure | UbGFP stabilizer | Epigenetic mod | ERK AVP block | HADH2 inhib | HBB splicing | Hsp90 Hop PPI
1 | O=C(NC1CCCC1)C1CCN(S(=O)(=O)N2CCCCC2)CC1 | 6% | 5% | -4% | 6% | 1.7%[57.5 µM] | -4%
2 | CCOC(=O)C1CCN(S(=O)(=O)c2c(C)n(C)c(=O)n(C)c2=O)CC1 | 0% | nt | nt | -7% | -0.5% | 0%
3 | CN(C)CCN(Cc1ccc(Cl)cc1)c1ccccn1 | -2%[20.5 µM] | 3%[20.6 µM] | 1%[25.7 µM] | 3%[25.6 µM] | 2.1%[20.6 µM] | -2%[26 µM]
4 | O=C(CSc1cccc2cccnc12)N1CCCC1 | 1% | 0.63µM* | -13% | 16µM* | -2.3% | 10µM*
5 | Cc1cccc(NC(=O)CN2C(=O)COc3ccc(Cl)cc32)c1 | 4% | 0% | 22% | 14% | 0.0% | ?
6 | CCOc1ccc2c(c1)c1nnc(SCC3CCCO3)nc1n2C (centres undefined) | 0% | 0% | ? | 11% | nt | 2%
7 | Cn1cccc1Cc1nnc(SCC(=O)NCc2ccccc2Cl)n1-c1ccc(F)cc1 | 11% | nt | ? | -7% | -1.6% | -2%[2.3 µM]
8 | CC(=O)NC12CC3CC(C1)CC(C(=O)OCC(=O)Nc1ncc(Cl)cc1Cl)(C3)C2 | -3% | 1% | -12% | 5% | 0.2%[57.5 µM] | -1%
9 | COc1ccc(C2=NOC(C(=O)NCc3ccc(F)cc3)C2)cc1 (centres undefined) | -6% | 2% | -16% | 6% | -3.0% | 0%
10 | Cc1cc(SCC(=O)N2CCCC2)nc2ccccc12 | -1% | 3% | -14% | 6% | nt | -3%

No. | ALOX15 inhib | Pol III holo inh | FLuc inh | Tau filament bind | CRE Fsk mod
1 | 2% | 0% | 2% | 3% | -3%
2 | -7% | -6% | 2% | -11% | -11%
3 | 6%[25.6 µM] | -5%[25.6 µM] | 4%[25.5 µM] | -5%[25.6 µM] | -11%[17.1 µM]
4 | -1% | -4% | 0% | -15% | -20%
5 | 5µM* | -7% | -2% | -7% | -9%
6 | 1% | -13% | 2% | 32µM* | ?
7 | -24% | -3% | 3% | 4% | -14%
8 | 8% | -5% | 4% | -8% | -12%
9 | 9% | -1% | 0% | 3% | ?
10 | -3% | -6% | 2% | 5% | 1%

(further entries)
No. | Structure | UbGFP stabilizer | Epigenetic mod | ERK AVP block | HADH2 inhib | HBB splicing | Hsp90 Hop PPI
11 | Cc1ccc2nc(Cc3ccc(N)cc3)oc2c1 | -7% | -2% | -7% | 3% | nt | -4%
12 | CO[C@H]1C[C@@H](O[C@@H]2[C@H](C)[C@H](O[C@@H]3O[C@@H](C)C[C@@H](N(C)C)[C@@H]3O)[C@H](C)C[C@]3(CO3)C(=O)[C@H](C)[C@H](O)[C@H](C)[C@H](C)OC(=O)[C@@H]2C)O[C@@H](C)[C@H]1O | -5%[20.5 µM] | 2%[20.6 µM] | -7%[25.7 µM] | 1%[25.6 µM] | 0.2%[20.6 µM] | 0%[26 µM]
13 | Cc1ccc(C)c(C(=O)CSc2nnnn2-c2cccnc2)c1 | -4% | 4% | 5% | -7% | -4.6% | 4%
14 | CCOc1ccc(-c2cc(NC(=O)Cn3ncc4c3-c3ccccc3OC4)on2)cc1OCC | -7% | 21% | ? | 11% | -0.5% | -3%
15 | COC(=O)c1[nH]c2ccccc2c1NC(=O)CN1CCCCCC1 | 0% | -2% | 3% | 13% | 0.5%[1.84 µM] | -2%
16 | CN(C)c1nc2ccccc2c(N)c1-c1ccccc1 | 2% | 2% | -1% | -12% | -0.3%[57.5 µM] | -1%
17 | COc1ccc(-n2nnnc2Sc2ccc(S(=O)(=O)N3CCOCC3)cn2)cc1 | 0% | -3% | -26% | ? | 0.0%[57.5 µM] | -1%
18 | CC(Oc1ccc(Cl)cc1Cl)C(=O)Nc1ncccn1 (centres undefined) | 3% | -1% | -14% | -11% | 1.8% | -3%
19 | O=C(O)CCC/C=C\C[C@@H]1CO[C@H](C(F)(F)F)O[C@@H]1c1ccccc1O | 9% | 0% | 4% | 20% | nt | -2%
20 | COCCN(CC(=O)NC1CCCCC1)C(=O)CSc1nc2ccccc2o1 | -3% | 0% | -1% | 14% | 0.4%[57.5 µM] | 1%

No. | ALOX15 inhib | Pol III holo inh | FLuc inh | Tau filament bind | CRE Fsk mod
11 | 10% | -2% | -22% | -14% | -4%
12 | 1%[25.6 µM] | 1%[25.6 µM] | 2%[25.5 µM] | -10%[25.6 µM] | -4%[17.1 µM]
13 | -3% | 0% | -3% | -9% | -5%
14 | -2% | 1% | 3% | i | ?
15 | -7% | 5% | 0% | -8% | -7%
16 | -18% | 4% | -2% | 11% | 8%
17 | -21% | -3% | 3% | 8% | 2%
18 | -2% | 1% | ? | -3% | 7%
19 | 0%[25.6 µM] | -5% | 3% | i | ?
20 | 8% | -3% | -2% | -10% | 5%

Next section
No. | Structure | UbGFP stabilizer | Epigenetic mod | ERK AVP block | HADH2 inhib | HBB splicing | Hsp90 Hop PPI
21 | CCOC(=O)N1CCN(c2c(NCC3CCN(Cc4cccc(C)c4)CC3)c(=O)c2=O)CC1 | -12% | nt | -10% | 8% | 0.3% | 0%[2.3 µM]
22 | CC(C)CC(c1nnnn1C1CCCC1)N1CCN(c2ccccc2F)CC1 (centres undefined) | 2% | -1% | 4% | 3% | nt | -3%
23 | CCN(CC)CCCNC(=O)c1sc2nc(-c3ccc(F)cc3)cn2c1C | 9% | 4% | 3% | 3% | 0.5% | 1%
24 | CC(=NCc1ccc2c(c1)OCO2)C1=C(O)c2ccccc2C1=O | 4% | 0% | ? | 2% | 0.6% | 0%
25 | Cc1ccnc(SCCn2c(Br)nc3c2c(=O)[nH]c(=O)n3C)n1 | 16% | 5% | -5% | 0% | -0.1% | -1%
26 | O=C(Nc1ccc2nn(-c3ccccc3)nc2c1)c1cccnc1 | 3% | 0% | ? | 6% | -0.1%[57.5 µM] | -1%
27 | O=c1c(CCc2ccccc2)nc2cncnc2n1Cc1ccccc1 | 12% | 5%[9.22 µM] | -7% | 1% | 0.0% | -8%
28 | COC(=O)CNC(=O)C1(C)C=CC2(CCCCC2)N1C(C)=O (centres undefined) | nt | nt | 12% | -2% | 0.6% | 1%
29 | Cc1csc(NC(=O)C2CCC(C)(C(=O)O)C2(C)C)n1 (centres undefined) | 10% | -2% | -13% | -1% | -0.5% | -4%
30 | CC1(C)CC(CC(=O)Nc2ccccn2)C(=O)O1 (centres undefined) | -4% | 3% | -9% | 5% | 1.1% | -9%
31 | O=C(Nc1ncccn1)c1cccs1 | 3% | 2% | 0% | 13% | -1.0%[57.5 µM] | -4%
32 | CCOC(=O)c1ccc(NC(=O)c2cccc(S(=O)(=O)N3CCOCC3)c2)cc1 | -11% | 2% | 5µM* | -11% | -0.3% | -3%

No. | ALOX15 inhib | Pol III holo inh | FLuc inh | Tau filament bind | CRE Fsk mod
21 | 5% | 1% | 3% | 12% | 3%
22 | -4% | 1% | 0% | 20% | -7%
23 | -4% | -7% | 2% | 117% | 2%
24 | -10% | -3% | 1% | ? | 8%
25 | -1% | -4% | 2% | 0% | ?
26 | 4% | 2% | -2% | 31% | ?
27 | 4% | -6% | 0%[11.4 µM] | -25% | -8%
28 | 0% | -1% | nt | -9% | 0%
29 | 5% | 1% | 4% | 7% | -12%
30 | 1% | 0% | 1% | -1% | -1%
31 | 4% | -3% | 1% | 10% | -4%
32 | -19% | -2% | -7% | -8% | -9%
